p53ts 39C tox = qHTS Screen for Compounds that Selectively Target Cancer Cells with p53 Mutations: Cytotoxicity of p53ts Cells at the Nonpermissive Temperature; H1299-p53A138V viability at 39C, ATP luminescence, 24 h; Potency, µM (top dose mostly 46.1 µM), inactives show top-dose activity change, negative = cell killing, hits mostly cytotoxic; 1.5% of 130,000 active; AID 902, 2007; further: nearly all actives have a fitted effect of over 55% in size
Imprint erasure = qHTS Assay for Compounds that Induce Erasure of Genomic Imprints. Potency, µM (highest dose often 60.7 µM), inactives show top-dose activity change, positive = activation, actives largely listed as activators. mouse ES Peg3-LacZ reporter, beta-gal luminescence, 40 h. 0.02% of 110,000 active;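 further: 0% = negative control wells on the plate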
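Gelatin-coated wells received 300 freshly trypsinized female ES cells with a Peg3LacZ-Neo reporter on the maternal allele, then incubated 40 hours at 37C. BetaGlo was added for 5 minutes at room temperature before a single luminescence read.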
p53ts 32C tox = qHTS Screen for Compounds that Selectively Target Cancer Cells with p53 Mutations: Cytotoxicity of p53ts Cells at the Permissive Temperature; H1299-p53A138V at 32C, ATP luminescence viability, 24 h; Potency, µM (titrated, usually from 46.1 µM), for the others: top-dose activity change, negative = cytotoxicity, most hits filed as cytotoxic; 0.93% of 130,000 active; AID 924, 2007;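 further: 0% = DMSO and -100% = full killing by reference compound; nearly all actives have a fitted effect of over 55% in size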
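Cells: H1299 p53ts (A138V), 600/well, pre-incubated 16–30 h at 37C. Cpd up to 46 uM, 24 h, 32C. Readout: ATPlite luminescence, 20 min RT. Normalization: DMSO vs tamoxifen 100 uM. AC50 by Hill equation.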
IkB signaling = IkB Signaling; ABC-DLBCL IkBa-CBG/CBR dual luciferase ratio, 4 h; response scale: scaled: untreated 0%, proteasome inhibitor 100%; Potency, µM (doses to about 57.1 µM), for inactives: top-dose IkBa stabilization activation; 0.04% of 110,000 active; AID 445, 2006; active means well fitted curve in the direction sought with a large enough effect in the signal ratio, not every such curve was filed as active; inconclusive means small, poorly fitted or top-dose-only effect, or a change in a side signal; the % refers to the signal ratio;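 further: the direction sought is a rising ratio; 0% = basal untreated cells and 100% = reference inhibitor full response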
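In this assay, an IκBα–CBG68 fusion accumulates when IKK-driven degradation is blocked; native CBR normalizes for cell number. OCI-Ly3 cells were treated 4 h with compound and doxycycline, then green and red light read after Chroma-Glo addition.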
An asterisk follows results filed as active; ? = inconclusive; / = no result given; [ ] = another dose, or the depositor's remark. Unless noted, the call rests on the fitted dose curve; in most records, active means well fitted curve in the direction sought with a large enough effect; inconclusive means small, poorly fitted or top-dose-only effect, or another doubt; inactive means no such curve, though single readings can be large; an effect the other way counts as inactive or inconclusive. Unless noted, on the % scale 0 is the no-effect control and ±100 the full control effect; potency means the concentration at half of the fitted maximal effect.

SMILES	p53ts 39C tox	Imprint erasure	p53ts 32C tox	IkB signaling
CN1CCN(c2ncc3nc(CCc4ccccc4)c(=O)n(Cc4cccs4)c3n2)CC1	?	/	?	2.6%[11.4 µM]
CCCOC(=O)CSc1nnc(-c2ccccc2Cl)o1	1%	-30%[inhibitor]	-12%	-10%
O=C(c1ccccc1C(F)(F)F)N1CCN(S(=O)(=O)c2ccccc2)CC1	-9%	-4%	7%	0.8%
c1ccc(CCc2nn3c(Cc4ccccc4)nnc3s2)cc1	20%	-13%	14%	3.4%
COc1ccc(/C=C(\C#N)c2nc3ccccc3c(=O)[nH]2)cc1OC	3%	-9%[10.9 µM]	10%	3.1%
C[N+]1(C)CCC[C@@H](OC(=O)C(O)(c2ccccc2)c2ccccc2)C1	7%[20.6 µM]	-10%[16.8 µM]	-3%[20.6 µM]	0.1%[25.6 µM]
COC(=O)c1cc(=O)nc2sc3cc(OC)ccc3n12	9%	/	11%	/
COc1ccc(OC)c(C(=O)CSc2nnc(-c3ccc(OC)c(OC)c3)o2)c1	9%	-4%	4%	-0.1%
O=C(Nc1ccc(Br)cc1F)C(NS(=O)(=O)c1cccc2nsnc12)c1ccccc1 (configuration not stated)	21%	-8%[10.9 µM]	0%	?
CC1=C(C(=O)OC(C)C)C(c2ccc(C)o2)NC(=O)N1 (configuration not stated)	7%	/	5%	/
Cc1ccc(-c2csc(N)n2)s1	-7%	-30%	-1%	-1.4%
Cc1nc2nncn2c(NCc2ccc(F)cc2)c1C	-20%	-17%[10.9 µM]	-2%	?
O=C(Oc1cccnc1)c1ccc(Cl)c(Cl)c1	-1%	-12%	0%	8.0%
COc1ccc(NC(=O)c2oc3ccccc3c2NC(=O)c2ccco2)c(OC)c1	?	-16%	-9%	-1.4%
O=S(=O)(NCc1nc2cccnc2n1Cc1ccccc1Cl)c1ccc(F)c(Cl)c1	-1%	8%[10.9 µM]	9%	3.8%
COc1ccc(N(C(=O)Cn2nnc3ccccc32)C(C(=O)NCc2ccccc2)c2ccc(F)cc2)cc1 (configuration not stated)	-10%	-12%[10.9 µM]	-6%	-1.3%
COc1ccc(CC(=O)Nc2sc3c(c2C(=O)Nc2cccc(Cl)c2)CCCCC3)cc1	-7%	2%[10.9 µM]	-1%	?
CCCSc1nnc2c(n1)OC(c1ccc(OCC(=O)O)cc1)Nc1ccccc1-2 (configuration not stated)	?	-11%[10.9 µM]	1%	-0.3%
COc1cc(OC)c(NC(=O)c2cn(C3CCCC3)c(=O)c3c2c2ccccc2n3C)cc1Cl	-12%	-4%[10.9 µM]	-15%	?
CSCCC(NC(=O)c1ccccc1)C(=O)NC1CCCC1 (configuration not stated)	8%	3%	3%	0.2%
Cc1cc(C(=O)Nc2ccc3c(c2)OCO3)cs1	10µM*	-71%[inhibitor]	13µM*	0.5%
COc1ccccc1S(=O)(=O)Cc1ccc(C(=O)N2CCN(c3cccc(Cl)c3)CC2)o1	-10%	-22%	-18%	?
CCCn1c2ccccc2c2nnc(SCC(=O)OC)nc21	2%	-1%	5%	-0.3%
Cc1ccc(-n2nc(C)c(C3C(C#N)=C(N)OC4=C3C(=O)CCC4)c2Cl)cc1 (configuration not stated)	-4%	/	3%	2.1%
COc1ccc(Cl)cc1C(=O)Nn1cnc2ccccc2c1=O	-3%	-1%	14%	-1.6%

Profiles, quoted from the list. Values in the order: p53ts 39C tox	Imprint erasure	p53ts 32C tox	IkB signaling
Shown for `CCCn1c2ccccc2c2nnc(SCC(=O)OC)nc21` → 2%	-1%	5%	-0.3%
Shown for `Cc1cc(C(=O)Nc2ccc3c(c2)OCO3)cs1` → 10µM*	-71%[inhibitor]	13µM*	0.5%
Shown for `CN1CCN(c2ncc3nc(CCc4ccccc4)c(=O)n(Cc4cccs4)c3n2)CC1` → ?	/	?	2.6%[11.4 µM]
Shown for `O=C(c1ccccc1C(F)(F)F)N1CCN(S(=O)(=O)c2ccccc2)CC1` → -9%	-4%	7%	0.8%

Back to the main list with the two entries that preceded the break.
SMILES	p53ts 39C tox	Imprint erasure	p53ts 32C tox	IkB signaling
Cc1ccc(-n2nc(C)c(C3C(C#N)=C(N)OC4=C3C(=O)CCC4)c2Cl)cc1 (configuration not stated)	-4%	/	3%	2.1%
COc1ccc(Cl)cc1C(=O)Nn1cnc2ccccc2c1=O	-3%	-1%	14%	-1.6%
Cc1ccc2[nH]cc(C(=O)CN3CCN(c4ccccn4)CC3)c2c1	-9%	-4%	-7%	5.1%
COc1ccc(Nc2nc(C)cc(C)c2C#N)cc1OC	-6%	-11%	-2%	-1.9%
COc1ccc(-c2coc3cc(OC4OC(CO)C(O)C(O)C4O)cc(O)c3c2=O)cc1 (configuration not stated)	-11%	-45%[inhibitor]	-12%	/
COc1ccccc1CNC(=O)c1ccc(CSc2nc3ccncc3n2Cc2ccccc2C)cc1	-9%	-17%[10.9 µM]	13%	?
CC(C)CO/N=C1/[C@H]2O[C@@H]2[C@@H](O)[C@H]2[C@H]1CCn1c(=O)n(-c3ccccc3)c(=O)n12	-2%[9.22 µM]	/	15%[9.22 µM]	/
CCOC(=O)/C(C#N)=C1/CCCCCN1C	2%	-2%	7%	-0.3%
CCOC(=O)Oc1ccc2oc(C)c(C(=O)OCCOC)c2c1	7%	-33%[inhibitor]	0%	-0.1%
CCOC(=O)C1CCN(C(=O)c2ccc3c(c2)sc2nc(-c4ccccc4)cn23)CC1	15%	-18%[10.9 µM]	-9%	2.2%
CNC(=O)c1cc2c(=O)n3cc(C)ccc3nc2n(Cc2ccco2)c1=N	-10%	/	22%	?
COc1ccc(NC(=O)C2=C(C)C(=O)OC23CCC(C)CC3)c(OC)c1 (configuration not stated)	13%	-9%	-2%	-0.2%
CCOCCc1nnc(NC(=O)C(=O)c2cc(C)n(-c3cccc(Cl)c3)c2C)s1	-18%	-8%[10.9 µM]	0%	-0.1%
COc1ccccc1N1CCN(C(=O)c2cn(CC(C)C)c(=O)c3c2c2ccccc2n3C)CC1	-12%	-4%[10.9 µM]	-7%	?
COc1cc2[nH]c(=O)n(CCCCCC(=O)N3CCN(c4ccccc4)CC3)c(=O)c2cc1OC	4%	-15%	3%	0.2%
CC/C(O)=N\S(=O)(=O)c1ccc(N=NN(C)C)cc1	5%	/	1%	/
Cc1cc2n(n1)C(c1ccc(O)cc1)Nc1ccccc1-2 (configuration not stated)	-27%	-32%[inhibitor]	-7%	?
Cc1nc(Cl)c(C(=O)NC(=O)Nc2cccc(C(F)(F)F)c2)c(C)c1[N+](=O)[O-]	4%	/	-28%	/
CC(C)c1ccc(NC(=O)CSc2ncnc3c2sc2ccccc23)cc1	?	-7%[10.9 µM]	2%	?
Cc1cc(C)c(NC(=O)CCn2c(=O)c3cccn3c3cccnc32)c(C)c1	-9%	-11%[10.9 µM]	1%	-1.5%
CN(C)c1ccc(CNC(=O)C2(C)C=CCN2C(=O)c2ccccc2)cc1 (configuration not stated)	1%	-27%	-2%	/
O=C(O)Cn1c(=O)oc2cc(S(=O)(=O)NC3CCCCC3)ccc21	3%	-7%	-7%	2.8%
CC12CC(c3ccccc3O1)C(C(=O)N1CCOCC1)C(=O)N2 (configuration not stated)	-8%	/	5%	/
CCC(C)NC(=O)c1cc2cc(S(=O)(=O)N3CCCCC3)ccc2n1C (configuration not stated)	0%	-14%[10.9 µM]	-2%	-1.2%
O=P(O)(CN1CCCCCC1)CN1CCCCCC1	5%	3%	-5%	0.9%
NC(=O)CSc1ncc2c(n1)-c1ccccc1N(Cc1ccccc1)S2(=O)=O	-14%	-6%[10.9 µM]	0%	1.5%
O=C1c2ccccc2C(=O)N1C/C=C/CN1C(=O)c2ccccc2C1=O	10%	-7%	-11%	-0.8%
Continuation.
SMILES	p53ts 39C tox	Imprint erasure	p53ts 32C tox	IkB signaling
CCCCOc1ccc(NC(=O)C2CC=CCC2C(=O)O)cc1 (configuration not stated)	-1%	-11%	-4%	0.0%
CC(C)c1ccc(NC(=O)N2CCC(c3nc4ccccc4o3)CC2)cc1	-7%	-14%	7%	?
COC(=O)[C@@H](NC(=O)Nc1ccc(C(C)=O)cc1)C(C)C	3%	-5%	2%	-0.9%
Cc1ccccc1Cn1c(=O)n(Cc2ccco2)c(=O)c2ccccc21	-11%	-18%	6%	1.1%
COCCNC(=O)CN(C(=O)CCC(=O)Nc1ccccn1)c1ccc(F)c(Cl)c1	-4%	3%	5%	1.0%
CCNc1ncc2nc(-c3ccc(Cl)cc3)c(=O)n(C)c2n1	-7%	?	-9%	-2.5%[11.4 µM]
COc1cccc(CNC(=O)C2CCN(S(=O)(=O)c3cnc[nH]3)CC2)c1	-8%	1%	-1%	-1.4%
CCc1cc(=O)oc2cc(OCC(=O)O)c(Cl)cc12	11%	18%	1%	-0.5%
O=C(CSc1nnc(-c2cccs2)n1-c1ccccc1)N1CCN(C(=O)c2ccco2)CC1	7%	-16%	-2%	-0.9%
c1ccc(CN2CCC3(CC2)Nc2ccccc2CO3)cc1	16%	-9%	-2%	1.9%
COc1ccc(N2CCN(C(=O)CSc3nnc(-c4ccc5[nH]c(C)c(C)c5c4)o3)CC2)cc1	-11%	-14%	-3%	9.8%
COc1ccccc1CNC(=O)c1ccc(CS(=O)(=O)c2c(Cl)cccc2Cl)o1	-8%	-5%[10.9 µM]	8%	?
CCN(CC)CCNC(=O)C1CCN(S(=O)(=O)c2c(C)noc2/C=C/c2ccccc2F)CC1	-39%	-11%[10.9 µM]	-12%	1.1%
CC1=CC(C)(C)N=C(Nc2ccc(C)cc2)S1	-15%	-19%	-7%	0.7%
CCOc1ccccc1NC(=O)c1cc2c(Cl)nc3ccccc3c2s1	-12%	2%[10.9 µM]	3%	?
COc1ccc(N2CCN(C(=O)c3cc4ccc5cccnc5c4[nH]3)CC2)cc1	-13%	23%[10.9 µM]	-13%	0.1%
COc1ccc(Nc2nc(-c3ccc(C)cc3)nc3ccccc23)c(OC)c1	?	6%[10.9 µM]	-7%	?
Cc1cccc(Cn2c(CNS(=O)(=O)c3ccc4c(c3)CCCC4)nc3cccnc32)c1	-20%	3%[10.9 µM]	-8%	?
COC(=O)c1ccc(CNC(=O)CNc2cc(C(F)(F)F)ccc2N2CCOCC2)cc1	8%	-1%	8%	-0.2%
C=CCC1C=CC(Oc2ccc(OC)cc2)C(COC(=O)c2ccc(Br)cc2)O1 (configuration not stated)	2%[9.22 µM]	/	-1%[9.22 µM]	/
CC(C)Oc1ccc(C2CNC(=O)C2)cc1 (configuration not stated)	7%	0%	6%	1.3%
O=C(NCc1cccnc1)[C@@H]1[C@@H](C(=O)O)[C@H]2CC[C@@H]1O2	-2%[9.22 µM]	0%[10.9 µM]	2%[9.22 µM]	1.7%[11.4 µM]
COc1cc(-c2nc(C(N)=O)c3c(n2)n(-c2cccc(C)c2)c(=O)n3C)cc(OC)c1OC	-13%	-10%[10.9 µM]	-4%	0.5%
CCN1C(=O)c2ccccc2S(=O)c2ccc(C(=O)NCc3ccc(OC)cc3)cc21 (configuration not stated)	-11%	-7%[10.9 µM]	13%	0.6%
CC(=O)c1cccc(NC(=O)C2CCN(S(C)(=O)=O)CC2)c1	5%	-3%	4%	-0.2%

As entered above.
Reading of CC(=O)c1cccc(NC(=O)C2CCN(S(C)(=O)=O)CC2)c1 in Imprint erasure: -3%
Reading of CC(C)Oc1ccc(C2CNC(=O)C2)cc1 (configuration not stated) in p53ts 39C tox: 7%
Reading of COc1cc(-c2nc(C(N)=O)c3c(n2)n(-c2cccc(C)c2)c(=O)n3C)cc(OC)c1OC in p53ts 39C tox: -13%

More compounds follow.
SMILES	p53ts 39C tox	Imprint erasure	p53ts 32C tox	IkB signaling
COc1ccccc1CNC(=O)CCCCn1c(=O)c2ccccc2n(Cc2ccccc2F)c1=O	-2%	-2%[10.9 µM]	1%	-1.5%
CN(C)CCc1c[nH]c2ccc(CC3COC(=O)N3)cc12 (configuration not stated)	9%	-10%	1%	/
O=C(Nc1cccc(Cl)c1)N1CCN(c2ncccn2)CC1	1%	/	-8%	16%
CCOC(=O)c1c(-c2ccc(Br)cc2)csc1NC(=O)c1ccc(F)cc1	30%	-11%[10.9 µM]	8%	6.4%
COc1ccc2[nH]c3c(=O)n(Cc4ccco4)cnc3c2c1	5%	-1%	-15%	-1.1%
COc1cccc(C(=O)CSc2nnc(-c3cc(OC)c(OC)c(OC)c3)o2)c1	-7%	-15%	-5%	1.0%
